CRFBP-R2 agonist – CRF-BP/CRF-R2 complex agonism | HEK293 CRF-R2/CRF-BP, calcium dye fluorescence (FLIPR); percent of saturating CRF peptide response | activation, % at 13.2 µM | 0.46% of 350,000 active;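 active = activation of at least 50%, plus an integration ratio under a set limit after plate pattern correction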;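 also: plate controls were neutral control wells without compound for no effect and CRF at EC100 for full effect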
M4 ag – CHRM4 agonism in calcium assay. P08173. CHO-K1 hM4/Gqi5, Fluo-8 calcium fluorescence; vehicle 0%, full acetylcholine response 100%. activation, % at 3 µM. 0.14% of 360,000 active. AID 624127;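 active = activation above the run mean over all test wells plus 3 SD, cut at about 32% in these data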;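 also: peak over basal fluorescence ratio per well then scaled between controls; 0% = DMSO wells and 100% = acetylcholine at EC100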
Target sequence (P08173 whole entry, looked up): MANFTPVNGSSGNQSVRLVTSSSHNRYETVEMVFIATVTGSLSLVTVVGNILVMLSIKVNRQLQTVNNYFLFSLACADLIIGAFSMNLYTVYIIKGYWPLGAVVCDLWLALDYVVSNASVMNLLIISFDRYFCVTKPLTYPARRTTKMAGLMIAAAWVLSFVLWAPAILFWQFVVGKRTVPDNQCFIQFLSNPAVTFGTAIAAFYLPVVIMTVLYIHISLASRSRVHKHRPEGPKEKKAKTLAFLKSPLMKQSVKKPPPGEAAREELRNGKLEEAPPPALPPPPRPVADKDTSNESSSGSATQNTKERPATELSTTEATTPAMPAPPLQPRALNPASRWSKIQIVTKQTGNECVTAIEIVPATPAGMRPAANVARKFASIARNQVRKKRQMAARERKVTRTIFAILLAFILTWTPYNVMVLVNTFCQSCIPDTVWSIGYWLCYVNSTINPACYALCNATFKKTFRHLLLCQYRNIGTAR
CHRM5 PAM – CHRM5 positive allosteric modulation | activation, % at 3 µM | CHO-K1 hM5, Fluo-8 calcium, ACh EC20 PAM; 0% = ACh EC20, 100% = ACh EC100 | 0.3% of 360,000 active;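 active = activation above the run cutoff, the mean activation of all test compounds plus 3 SD, cut at about 18% in these data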
Target sequence (P08912 whole entry, looked up): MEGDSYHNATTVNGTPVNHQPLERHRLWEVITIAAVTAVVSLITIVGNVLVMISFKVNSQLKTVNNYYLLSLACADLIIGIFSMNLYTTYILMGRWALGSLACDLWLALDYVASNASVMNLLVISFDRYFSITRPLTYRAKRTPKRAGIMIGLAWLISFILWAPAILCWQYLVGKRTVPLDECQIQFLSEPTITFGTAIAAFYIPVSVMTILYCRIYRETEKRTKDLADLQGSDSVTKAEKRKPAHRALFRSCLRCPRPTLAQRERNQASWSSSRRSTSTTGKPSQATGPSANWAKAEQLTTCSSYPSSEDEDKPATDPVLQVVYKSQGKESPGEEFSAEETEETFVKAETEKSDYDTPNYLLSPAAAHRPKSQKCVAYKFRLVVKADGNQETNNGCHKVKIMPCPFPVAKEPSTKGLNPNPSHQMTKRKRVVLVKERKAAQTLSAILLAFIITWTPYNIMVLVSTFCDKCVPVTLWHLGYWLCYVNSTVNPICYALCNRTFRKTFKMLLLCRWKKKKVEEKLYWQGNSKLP
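system = human M5 receptor in CHO-K1 cells | reagent = EC20 acetylcholine as agonist stimulus | compound dosing = single-point, 3 µM nominal | incubation = Fluo-8 loading 80 min at 37 °C plus 30 min room temperature | detection = Fluo-8 calcium dye fluorescence, kinetic read | benchmarks = low control EC20 acetylcholine (0%), high control EC100 acetylcholine (100%)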
M4 PAM – potentiates acetylcholine response at human M4 receptor; P08173; CHO-K1 hM4/Gqi5, Fluo-8 calcium fluorescence, ACh EC20; 0% = ACh EC20, 100% = maximal ACh; activation, % at 3 µM; 0.4% of 360,000 active;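 active = activation above its plate's cutoff, the mean activation of sample wells plus 3 SD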; also: some results filed as inactive read as strong as hits
CHRM4 antagonist – antagonists of human muscarinic M4 receptor (CHRM4) | P08173 | CHO-hM4 cells, ACh EC80, Fluo-8 calcium fluorescence | inhibition, % at 3 µM | 0.73% of 360,000 active | AID 624125;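 active = inhibition above its plate's cutoff, the mean inhibition of sample wells plus 3 SD, cut at about 27% in these data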;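 also: 0% = acetylcholine EC80 with DMSO and 100% = DMSO without agonist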
M5 ag – agonists of human muscarinic M5 receptor (CHRM5); P08912; CHO-K1 hM5 cells, Fluo-8 calcium fluorescence; 0% DMSO wells, 100% maximal acetylcholine response; activation, % at 3 µM; 0.19% of 360,000 active;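 active = activation above the run's mean over test compounds plus 3 SD, cut at about 23% in these data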;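 also: signal is peak over basal fluorescence ratio across the kinetic read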
CHRM5 antagonist – CHRM5 antagonism in calcium assay. P08912. CHO-hM5 cells, Fluo-8 calcium fluorescence, ACh EC80. inhibition, % at 3 µM. 0.59% of 360,000 active. AID 624040;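 active = inhibition above a per-plate cutoff, the mean of that plate's test compounds plus 3 SD, cut at about 27% in these data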;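 also: 0% = acetylcholine EC80 with DMSO and 100% = DMSO without agonist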
CHRM1 antagonist – human CHRM1 antagonism; 1.3% of 360,000 active; P11229; AID 588852; CHO-K1 hM1, Fluo-8 calcium fluorescence, ACh EC80 antagonist; inhibition, % at 3 µM;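 active = percent inhibition above its own plate's cutoff, namely the mean of that plate's compound wells plus 3 SD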;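 also: peak over basal fluorescence ratio during 140 s after agonist addition; 0% = ACh EC80 plus DMSO and 100% = DMSO alone without agonist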
CHRM1 PAM – human CHRM1 positive allosteric modulation | P11229 | CHO-K1 hM1, Fluo-8 calcium fluorescence, ACh EC20; 0% = ACh EC20, 100% = maximal ACh | activation, % at 3 µM | 0.088% of 360,000 active | AID 588819; in the data active = activation above about 19%, passing the limit was not always enough
* marks the source's active call; other numbers are inactive results; . = no result given.

SMILES | CRFBP-R2 agonist | M4 ag | CHRM5 PAM | M4 PAM | CHRM4 antagonist | M5 ag | CHRM5 antagonist | CHRM1 antagonist | CHRM1 PAM
COc1ccc(NC(=S)NCCCN2CCCC2=O)c(OC)c1 | 2.7 | 1 | 1 | 10 | 5 | 0 | 8 | -2 | 6
CCOCCCNCc1ccc(OCCC(C)C)c(OC)c1 | -0.1 | 2 | 0 | 6 | -7 | 0 | 10 | -13 | 11
CCCCn1c(SCC(=O)Nc2cc(C)on2)nnc1-c1cccs1 | 0.1 | 0 | 6 | 4 | -9 | 0 | 0 | -5 | 2
COCCCNC(=O)C[C@H]1C[C@H](C(=O)N2CCOCC2)[C@@]2(CCC3CCCC3)c3[nH]c4ccc(Cl)cc4c3CCN2C1=O | 22 | 0 | 7 | -4 | -3 | -1 | -5 | -16 | 8
CCn1c(C(=O)N2CCC(C(=O)N3CCN(c4ccccn4)CC3)CC2)cc2sccc21 | -2.8 | 13 | -7 | -5 | -16 | 5 | 3 | 3 | -9
Cc1oc2c(CN3CCOCC3)c(O)ccc2c(=O)c1-c1ccc(Cl)cc1 | -0.2 | 1 | 16 | -32 | 7 | -1 | -11 | -30 | 25
CN1CCN(S(=O)(=O)c2csc(C(N)=O)c2)CC1 | -0.3 | 1 | 7 | 17 | 6 | -2 | 0 | -4 | 12
CCN(C(=O)COC(=O)Cc1ccc(F)cc1)c1c(N)n(Cc2ccccc2)c(=O)[nH]c1=O | -1.0 | 1 | 1 | 2 | -1 | -1 | 6 | -2 | 1
COc1cc(C(=O)OCCNC(=O)c2cccnc2)cc(OC)c1OC | -3.3 | 1 | -9 | 1 | -7 | 7 | 5 | 0 | -3
CC1CC(C)CN(S(=O)(=O)c2cccc(C(=O)OCCN3CCCC3=O)c2)C1 (centres undefined) | -3.3 | 1 | 2 | -8 | -2 | -2 | 0 | 12 | -6
Cc1ccc(OCCCn2c(CO)nc3ccccc32)cc1 | 2.7 | 4 | -1 | 0 | -7 | 1 | -6 | -2 | -1
CCCCOc1cccc(C(=O)N(Cc2ccco2)C2CCS(=O)(=O)C2)c1 (centres undefined) | -0.8 | 2 | -4 | -5 | 1 | -2 | 7 | -6 | 4
C[C@H](NC(=O)[C@H](Cc1ccccc1)NC(=O)c1cc2cc(Cl)ccc2n1C)C(=O)O | 4.0 | 0 | -8 | -6 | 6 | -2 | 13 | 5 | 0
CCOc1cc(C(=O)NC(C)C2CC3CCC2C3)cc(OCC)c1OCC (centres undefined) | -0.5 | -1 | -6 | -5 | -11 | -5 | -7 | -11 | 5
COc1ccc(NS(=O)(=O)c2ccc3c(c2)NC(=O)C(C)S3)cc1 (centres undefined) | 7.1 | 13 | -10 | 4 | 10 | 4 | 14 | 5 | 7
CCc1ccccc1N1CC(C(=O)Nc2cc(S(=O)(=O)N3CCCC3)ccc2Cl)CC1=O (centres undefined) | 1.6 | 9 | -6 | -9 | 2 | 4 | 4 | 14 | -5
CC(C)[C@H](NC(=O)CCn1nnc2ccccc2c1=O)C(=O)O | -0.2 | 0 | 1 | 5 | -2 | -2 | 1 | -7 | 7
O=C(CCOc1ccccc1)Nc1ccnn1C1CCN(CCc2ccccc2)CC1 | 1.6 | 1 | -3 | -4 | -4 | -7 | -2 | -9 | 3
Cc1c(-c2nn(C)c(=O)c3ccccc23)oc2ccc(F)cc2c1=O | 0.1 | 1 | 0 | 3 | 3 | 1 | 7 | 11 | -4
CC(=O)C12CC(C)=C(C)CC1CC1C3CCC4=CC(=O)CCC4(C)C3CCC12C (centres undefined) | 3.0 | 0 | -6 | -3 | 0 | -5 | 7 | -23 | 14
COc1cccc(NC(=O)NCc2ccccn2)c1 | 2.4 | 0 | -5 | -2 | 5 | -2 | 6 | -14 | 13
COc1ccc(Br)cc1C(=O)Nc1cccc(NC(=O)c2ccco2)c1 | 1.2 | 10 | -10 | -16 | 1 | -2 | 11 | 4 | 3
Cc1ccc(OCCN2C(=O)S/C(=C\c3ccc(C)o3)C2=O)cc1 | 4.1 | 0 | -4 | -6 | 6 | 2 | 8 | -2 | 2
O=C(NCc1ccccn1)c1cc(Cl)ccc1OCc1ccccc1 | -1.2 | 9 | -4 | -7 | -4 | -1 | -1 | 5 | -3

2 compounds from above, showing only CRFBP-R2 agonist, CHRM1 PAM and M4 ag:
molecule	CRFBP-R2 agonist	CHRM1 PAM	M4 ag
O=C(NCc1ccccn1)c1cc(Cl)ccc1OCc1ccccc1	-1.2	-3	9
O=C(CCOc1ccccc1)Nc1ccnn1C1CCN(CCc2ccccc2)CC1	1.6	3	1

Next part
SMILES | CRFBP-R2 agonist | M4 ag | CHRM5 PAM | M4 PAM | CHRM4 antagonist | M5 ag | CHRM5 antagonist | CHRM1 antagonist | CHRM1 PAM
CN(C)C(CNC(=O)CCS(=O)(=O)c1ccccc1)c1ccccc1 (centres undefined) | -0.7 | 1 | -1 | 2 | -2 | -6 | 4 | -7 | 7
CCOc1ccc(N(CC)C(=O)CCNC(=O)Cn2ccc3ccccc3c2=O)cc1 | 0.7 | 1 | 4 | -1 | 13 | -2 | -11 | -3 | 7
S=c1[nH]c(-c2ccccc2)cn1/N=C/c1cccc2ccccc12 | 1.2 | 0 | 6 | 0 | 2 | -4 | -12 | 0 | 6
Cc1ccc(-c2nn(CC(=O)NCC3CCCO3)c(=O)c3ccccc23)cc1 (centres undefined) | -0.1 | -1 | -1 | -2 | 2 | 2 | 6 | 6 | -5
Cc1c(Cl)cccc1NC(=O)CNC(=O)C1CC(=O)N(C2CCCC2)C1 (centres undefined) | 0.2 | 1 | 5 | 3 | 3 | 2 | 6 | -8 | 8
COCCN1C(=O)N[C@@H](CCc2ccccc2)[C@@H](C(=O)OC)[C@H]1C | 1.4 | 2 | -5 | 0 | 8 | 5 | 12 | 24 | -12
CCCN(C(=O)CCl)C1=CCCCC1 | 0.4 | 0 | 0 | -1 | -3 | -4 | 14 | -4 | 3
CCOc1ccc(-n2nnnc2SCC(=O)NNC(=O)c2ccco2)cc1 | -0.8 | 0 | -12 | 6 | -6 | -1 | 14 | -8 | 7
COc1ccc(-c2cc(-c3nnc(COC(=O)c4ccncc4)o3)c3ccccc3n2)cc1OC | -2.1 | 8 | -3 | 1 | 2 | 0 | 5 | 11 | -6
CC(C)(C)OC(=O)N1CCN(C(=O)c2[nH]cnc2C(=O)Nc2nccs2)CC1 | -0.5 | 1 | 1 | 10 | 7 | 3 | 0 | -5 | 9
Cc1ccc([C@@H]2C[C@H]3CN(Cc4cccc(Cl)c4)C(=O)[C@]34CCCN24)o1 | 0.6 | 0 | 2 | 5 | 0 | -5 | 6 | -15 | 10
CC1(C)CC(=O)C2=C(C1)N(CCN1CCOCC1)C1=C(C(=O)CC(C)(C)C1)C2c1cccc(F)c1 | -0.6 | 0 | 13 | -1 | 1 | -2 | -9 | 5 | -6
COc1ccc(CCC(=O)Nc2ccc(S(=O)(=O)Nc3nccc(C)n3)cc2)cc1 | 1.5 | 1 | 2 | -1 | -8 | -1 | 11 | -13 | 11
COc1ccc(C(=O)OCC(=O)NCC2CCCCC2)cc1S(=O)(=O)N1CCCc2ccccc21 | 1.4 | 1 | 5 | 8 | 1 | -7 | 4 | -2 | 2
Cc1cc(Nc2cccc(Cl)c2)c2ccccc2n1 | -1.6 | 11 | -6 | -11 | -3 | 4 | 7 | -2 | -2
O=C(COC(=O)c1ccc(F)cc1F)c1ccc[nH]1 | -1.0 | 4 | -2 | 8 | -8 | -1 | -3 | -3 | 11
COc1cccc(C2CCCCN2Cc2nc(-c3ccc(C)o3)oc2C)c1 (centres undefined) | 0.4 | 0 | -5 | 0 | -4 | -4 | 7 | 6 | -5
Fc1ccc2nc3n(c2c1F)CCCCCC3 | 0.4 | 0 | -5 | 8 | 10 | -4 | 6 | 3 | 3
O=C(NC(=O)c1ccncc1)NC(c1ccccc1)c1ccccc1 | -1.9 | 0 | 1 | 0 | 4 | 0 | 0 | 3 | 4
CCOC(=O)c1cccc(NC(=O)CN2C(=O)C3C4C=CC(C4)C3C2=O)c1 (centres undefined) | -1.8 | 2 | -5 | -4 | -1 | 0 | 16 | -1 | 4
O=C(Nc1ccc2c(c1)OCCO2)c1[nH]c(C(F)(F)F)nc1-c1ccccc1 | . | 17 | -18 | -11 | 4 | 5 | 12 | -28 | -4
CC(C)(C)OC(=O)NCC1CCN(S(=O)(=O)Cc2ccccc2)CC1 | -2.9 | 11 | 0 | 1 | -2 | 2 | 10 | -10 | 16
O=S(=O)(c1cccc(-c2n[nH]c(=S)n2C2CCCC2)c1)N1CCOCC1 | -1.3 | 2 | -2 | -7 | 1 | 2 | 11 | 21 | 0
COc1cc(C(=S)N2CCOCC2)ccc1OC(=O)/C=C/c1ccco1 | 0.5 | 2 | -5 | 6 | -3 | 2 | 11 | 5 | 4

Grouped by structure: the entries above containing a tert-butyl group
SMILES | CRFBP-R2 agonist | M4 ag | CHRM5 PAM | M4 PAM | CHRM4 antagonist | M5 ag | CHRM5 antagonist | CHRM1 antagonist | CHRM1 PAM
CC(C)(C)OC(=O)N1CCN(C(=O)c2[nH]cnc2C(=O)Nc2nccs2)CC1 | -0.5 | 1 | 1 | 10 | 7 | 3 | 0 | -5 | 9
CC(C)(C)OC(=O)NCC1CCN(S(=O)(=O)Cc2ccccc2)CC1 | -2.9 | 11 | 0 | 1 | -2 | 2 | 10 | -10 | 16

Next part:
SMILES | CRFBP-R2 agonist | M4 ag | CHRM5 PAM | M4 PAM | CHRM4 antagonist | M5 ag | CHRM5 antagonist | CHRM1 antagonist | CHRM1 PAM
N#CCSc1nn(-c2ccc(F)cc2)c(=S)s1 | -1.4 | 1 | -2 | 4 | -6 | -7 | 1 | 2 | 2
O=C(NC(NCc1cccnc1)C(Cl)(Cl)Cl)c1cccc2ccccc12 (centres undefined) | 0.0 | 1 | -4 | 7 | 1 | -4 | 3 | 2 | 2
CCOC(=O)C1CCN(c2c(NCc3ccc(C(=O)NC(C)CC)cc3)c(=O)c2=O)CC1 (centres undefined) | 3.8 | 1 | 1 | 9 | -6 | -2 | -9 | -50 | 12
CCc1ccc(CN(C(=O)c2oc3ccccc3c2C)C2CCS(=O)(=O)C2)cc1 (centres undefined) | 0.9 | 3 | -4 | -3 | -5 | -2 | 2 | 1 | 0
COc1ccc(C)cc1Nc1nc(N)c2cc(OC)c(OC)cc2n1 | -1.3 | 5 | -3 | -5 | 0 | -2 | 9 | 1 | 2
Cc1cc(NC(=O)c2ccccc2NS(=O)(=O)c2c(C)c(C)cc(C)c2C)no1 | 3.2 | 1 | 3 | 6 | -11 | 2 | -10 | -11 | 9
CC(=O)NNC(=O)c1[nH]c2ccc(Cl)cc2c1-c1ccccc1 | -0.1 | 4 | -2 | 1 | 1 | 2 | 11 | -7 | 4
CC(Cc1ccccc1)C(=O)NCc1nc2ccccc2s1 (centres undefined) | -1.4 | 1 | 3 | 12 | -11 | -1 | 6 | 3 | -3
O=C(NCCc1ccccn1)c1ccc(NS(=O)(=O)c2ccc(F)cc2)cc1 | -0.1 | 2 | 3 | 4 | -14 | 0 | -13 | 11 | 4
CCOc1ccccc1C(=O)NC(C(=O)OCC(=O)NNC(=O)c1cccs1)C(C)C (centres undefined) | -1.2 | 0 | 0 | -5 | 4 | -2 | 3 | -7 | -3
Cc1cc(C)nc(S/C=C/C(=O)c2ccccc2)n1 | -0.9 | 1 | 8 | 1 | -8 | 2 | 4 | -17 | 14
O=C(NCc1ccco1)c1cc2c(s1)CCCCC2 | -0.1 | 0 | -11 | -12 | 15 | -7 | 8 | 18 | -15
Cc1cccc2cc(C#N)c(NCCNC(=O)NC3CCCCC3)nc12 | 0.1 | 0 | 1 | 2 | 12 | 1 | -1 | 16 | -3

Screening data (PubChem BioAssay)
